Source: PubChem BioAssay
Rhodamine fluor: rhodamine region autofluorescence; max dye-equivalent concentration, M; 59,000 tested, 0.05% active; AID 594; Rhodamine-region fluorescence, 547/598 nm, Tris buffer; hits give high values; in the data active = max dye-equivalent concentration above about 11 nM; inconclusive = between about 1.1 nM and that limit
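Read-out is relative fluorescence at 547 nm excitation and 598 nm emission, expressed as dye-equivalent concentration using rhodamine standards on every plate. Each compound was profiled across a concentration series after 15 min in 100 mM Tris, pH 8.0.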
BRCT PPI green: BRCA1 BRCT-phosphoprotein interaction inhibition | Potency, µM (series often up to 76.9 µM), without a hit: top-dose activity change, negative = inhibition, most hits filed as inhibitors | BRCA1 BRCT-phosphopeptide binding, green fluorescence polarization | 75,000 tested, 0.05% active;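 also: potency is read from the fitted curve at half-maximal effect; plate controls were peptide without protein for full effect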
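Fluorescence polarization: His-tagged BRCT (~35 kDa BRCA1 C-terminus, 250 nM) bound to 100 nM fluorescein-labeled phosphorylated 10-aa BACH1 peptide, pH 7.3 phosphate buffer with DTT and Tween 20. Compounds incubated 12 min at room temperature; inhibition read as lowered polarization.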
Texas Red fluor: Texas Red region autofluorescence | Compound fluorescence, Texas Red channel, 547/618 nm; hits give high values | max dye-equivalent concentration, M | 59,000 tested, 0.06% active; in the data active = max dye-equivalent concentration above about 10 nM; inconclusive = between about 1.1 nM and that limit
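Texas Red-region profiling: compounds in 100 mM Tris pH 8.0 were read at 547/618 nm after 15 min at room temperature. Intensities were normalized against a six-point Texas Red standard series to give dye-equivalent concentration.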
Fluorescein fluor: compound fluoresces in the fluorescein spectral region. Compound autofluorescence, 480/540 nm, fluorescein-equivalent; hits give high values. max fluorescein-equivalent concentration, M. 59,000 tested, 0.91% active; in the data active = max fluorescein-equivalent concentration above about 10 nM; inconclusive = between about 1.1 nM and that limit
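Tris 100 mM pH 8.0; 15 min RT; CCD read, ex 480/em 540 nm. Output: fluorescein-equivalent concentration per compound concentration, from six-point dye series on each plate.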
BRCT inh red: inhibitors of human BRCA1 BRCT-phosphoprotein interaction (red fluorophore). P38398. BRCT-phosphopeptide binding, red fluorescence polarization. Potency, µM (top dose mostly 76.9 µM), for the others: top-dose activity change, negative = inhibition, most hits filed as inhibitors. 75,000 tested, 0.03% active; also: % is scaled to controls: 0 for no effect and ±100 for the full control effect
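Fluorescence polarization: 100 nM His-tagged BRCA1 BRCT with 100 nM TAMRA-labelled phospho-BACH1 decapeptide, phosphate buffer pH 7.3 with 150 mM NaCl, DTT, 0.01% Tween 20; 12 min RT. Binding inhibition seen as FP decrease.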
Casp1 inh: blocks human caspase-1 allosterically or competitively; P29466; Caspase-1 enzyme, Ac-WEHD-AFC fluorogenic rate; Potency, µM (doses to about 57.5 µM), without a hit: top-dose activity change, negative = inhibition, actives largely listed as inhibitors; AID 900; 75,000 tested, 0.03% active;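 also: potency is read from the fitted curve at half-maximal effect; plate controls were vehicle for no effect and no substrate for full effect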
HEK293 cAMP ctrl: raises cAMP in parental HEK293 cells, TSHR agonist counter-screen; parental HEK293 CNG cAMP sensor, membrane potential fluorescence; Potency, µM (titrated, usually from 57.1 µM), without a hit: top-dose activation, most hits filed as activators; 73,000 tested, 2.5% active; AID 938; also: potency is read from the fitted curve at half-maximal effect; % of control where 0% means no effect; nearly all actives have a fitted effect of over 55% in size
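Counterscreen for endogenous-receptor signalling: CNG-channel HEK 293 cells report cAMP rise by membrane depolarization. After 60 min dye equilibration with 100 uM RO 20-1724, compounds incubated 30 min before bottom-read fluorescence at 590 nm.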
USP2a inhib: blocks human ubiquitin-specific protease USP2a. USP2a enzymatic assay, qHTS inhibition. O75604. Potency, µM (highest dose often 38.3 µM), for inactives: at the highest dose activity change, negative = inhibition, most hits filed as inhibitors. 60,000 tested, 0.1% active;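 also: potency is read from the fitted curve at half-maximal effect; nearly all actives have a fitted effect of over 60% in size; plate controls were DMSO for no effect and NEM full inhibition control for full effect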
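Inhibition is measured in a cell-free coupled assay with 20 nM USP2 core, 20 nM Ub-PLA2 and 20 uM NBD C6-HPC, 2.5 h incubation. Activity normalized to NEM control.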
4MU fluor: 4-MU region autofluorescence; AID 589; 59,000 tested, 11% active; max dye-equivalent concentration, M; compound autofluorescence, 340/450 nm, 4-MU equivalents; hits give high values; in the data active = max dye-equivalent concentration above about 10 nM; inconclusive = mostly about 1.1 nM to 9.6 nM
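Compounds in 100 mM Tris, pH 8.0, sat 15 min at room temperature before fluorescence was read at 340 nm excitation/450 nm emission; a per-plate six-point 4-MU standard curve converted signals to dye-equivalent concentration at each compound concentration.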
A350 autofl: compound fluoresces in the Alexa 350 spectral region; 59,000 tested, 11% active; Compound autofluorescence, 340/450 nm, Alexa 350 dye-equivalents; hits give high values; max dye-equivalent concentration, M; in the data active = max dye-equivalent concentration above about 10 nM; inconclusive = mostly about 1.1 nM to 9.6 nM
Caspase-7 inhib: caspase-7 (human) inhibition, allosteric or competitive | P55210 | recombinant caspase-7, Ac-DEVD-AFC fluorescence rate | Potency, µM (top dose mostly 57.5 µM), for the others: at the top dose activity change, negative = inhibition, most hits filed as inhibitors | 75,000 tested, 0.02% active | AID 889; active = well fitted inhibition curve with a large enough effect in the main read-out, with a control signal flat, not every such curve was filed as active; inconclusive = small, poorly fitted or top-dose-only effect, or a change in a side signal; also: potency is read from the fitted curve at half-maximal effect; % of control where 0% means no effect
* hit, by the source's call; i = inactive; ? = inconclusive; . = no result given; [ ] = another dose, or the depositor's remark. Unless noted, calls follow the shape of the dose curve; as a rule, active = well fitted curve in the direction sought with a large enough effect; inconclusive = small, poorly fitted or top-dose-only effect, or another doubt; inactive = no such curve, though single readings can be large; an effect the other way counts as inactive or inconclusive. A portion of the library (hit frequency here may not be typical).

SMILES | Rhodamine fluor | BRCT PPI green | Texas Red fluor | Fluorescein fluor | BRCT inh red | Casp1 inh | HEK293 cAMP ctrl | USP2a inhib | 4MU fluor | A350 autofl | Caspase-7 inhib
COC(=O)c1cc(OC)c(OC)cc1NC(=O)c1c(-c2ccccc2)noc1C | i | 1.5% | i | ? | 1.5% | -2.4% | ? | 18.5% | i | i | -1.0%
N#C/C(C(=O)c1ccccc1)=C1/SC=C(N)N1c1ccccc1 | i | 83.0%[activator] | i | ? | -2.3% | -8.8% | -5.1% | 19.0% | i | i | -8.1%
CCOC(=O)c1cnn(-c2ncnc3sc4c(c23)CCC4)c1N | i | -2.0% | i | i | 1.7% | -1.8% | 14.2% | 17.7% | i | i | -1.6%
C=C(C)Cn1c(SCCCO)nc2c1c(=O)[nH]c(=O)n2C | i | -1.4% | i | i | 0.3% | 0.0% | 6.3% | 4.2% | i | i | -1.8%
Oc1c(C(c2cccs2)N2CCN(c3ccc(F)cc3)CC2)sc2ncnn12 (stereo unspecified) | . | -2.5% | . | . | 0.8% | 5.5% | -1.2% | . | . | . | 2.0%
COC(=O)c1cnn(C(=O)c2cc(OC)ccc2Br)c1N | i | -3.5% | i | ? | 0.0% | 1.4% | -0.8% | -1.7% | i | i | -2.3%
COc1ccc(-c2c3c(=O)n(C)c(=O)n(C)c3cn2Cc2ccccn2)cc1 | i | -1.0% | ? | i | 0.2% | -1.0% | 7.4% | 3.6% | i | i | -1.1%
N#Cc1cn(-c2ccccc2)nc1-c1ccc2c(c1)OCCO2 | i | -4.4% | i | i | 2.3% | 1.2% | ? | -6.5% | i | i | 1.3%
CC(C)CN1CCC2(CC1)CCN(C(=O)c1ccncc1)CC2 | i | -1.5% | i | ? | 0.3% | -2.3% | -4.8% | 0.7% | i | i | -0.2%
CCN(CC)S(=O)(=O)c1ccc2c(c1)c(=O)c(C(=O)N1CCOCC1)cn2C | i | -1.5% | i | ? | 0.5% | 1.8% | 4.6% | ? | i | i | 1.7%
CC1CCN(CCCNC(=O)Cc2c(C(=O)O)n(C)c3ccccc23)CC1 | i | -0.7% | i | i | -0.5% | -2.0% | 5.8% | -0.6% | i | i | 1.3%
Cc1onc(-c2ccccc2)c1C(=O)Nc1sc2c(c1C#N)CCC(C)C2 (stereo unspecified) | . | 0.2% | . | . | -0.2% | -5.4% | -1.2% | . | . | . | -0.6%
O=C(Nc1cc(C(=O)N2CCCC2)ccc1N1CCCC1)c1ccccc1 | i | 0.2% | i | i | 0.0% | -1.6% | 1.2% | 0.2% | ? | ? | 2.5%
CC(C)NC(=O)N1CCC2(CC1)CCN(C(=O)c1ccco1)CC2 | i | -3.6% | i | i | -1.0% | -2.9% | 9.0% | 3.7% | i | i | -2.2%
OC(COCc1ccccc1)CN1CCCC1 (stereo unspecified) | i | -0.8% | i | ? | 0.1% | 1.4% | 6.0% | -5.9% | i | i | -0.4%
NC1=NC(=O)CC(C(=O)NCCc2ccccc2)S1 (stereo unspecified) | i | -1.9% | i | i | -0.3% | 0.1% | -11.1% | -2.2% | i | i | 1.3%
CCN=c1sc(C(=O)NCCc2ccccc2)cc(=O)n1CC | i | -0.5% | i | ? | -0.2% | -7.2% | 8.6% | -5.8% | i | ? | 6.7%
O=C(NCc1cccnc1)c1cccc(Cl)c1 | i | 0.3% | i | i | 1.4% | 0.7% | 1.9% | -6.1% | i | i | 1.2%
CC[C@@]1([N+](=O)[O-])C[C@H]2C=C[C@@H]1C2 | i | -0.7%[15.4 µM] | i | ? | -1.1%[15.4 µM] | 0.6%[11.5 µM] | -7.8%[11.4 µM] | . | i | i | 1.6%[11.5 µM]
CC(=O)Nc1ccc(S(=O)(=O)N2CCSC2c2ccccc2Cl)cc1 (stereo unspecified) | i | -0.1% | ? | i | -1.1% | -1.9% | -10.6% | 30.1%[activator] | i | i | 1.6%
O=C(CN1C(=O)NC(Cc2ccccc2)C1=O)Nc1ccccc1 (stereo unspecified) | i | -0.1% | i | i | 1.1% | 0.0% | 8.6% | 7.4% | i | i | 1.2%
CCCC(=O)Nc1cc2c(cc1C(=O)c1ccccc1)OCCO2 | i | -1.6% | i | i | -1.1% | 2.6% | 18.8% | -1.3% | i | i | -0.5%
C=CCn1c(=O)c2c(nc(-c3ccc(S(=O)(=O)O)cc3)n2C)n(C)c1=O | i | -1.3% | ? | ? | -1.8% | 0.2% | -20.4% | 5.5% | 2.49e-08M* | 3.57e-08M* | -0.3%
CCOc1ccccc1-c1nc(-c2ccc(NC(=O)Cc3ccc(OC)cc3)cc2)no1 | i | -1.0% | i | i | 0.3% | 0.8% | 5.5% | -14.0% | i | i | 0.8%
CCOC(=O)c1ccc(NC(=O)CC2COc3ccccc3O2)cc1 (stereo unspecified) | i | 3.6% | i | ? | 1.1% | -2.5% | 7.0% | 11.9% | i | i | -2.0%
CC(=O)OCCCCON1C(=O)c2ccccc2C1=O | i | 3.2% | ? | i | -1.4% | -4.7% | 0.8% | 0.4% | i | i | -0.5%
Cc1ccc(NCC(O)C(O)C(O)CO)cc1C (stereo unspecified) | i | -0.5% | i | i | -0.7% | -0.3% | 0.6% | -0.5% | i | i | 0.0%
O=C(NNS(=O)(=O)c1ccccc1)c1cccnc1 | i | 0.5%[15.4 µM] | i | ? | -3.8%[15.4 µM] | -4.0%[11.5 µM] | -0.4%[11.4 µM] | . | i | i | 0.6%[11.5 µM]
CC(C)(C)c1csc(NC(=O)Cn2c(=O)oc3ccccc32)n1 | i | 1.3% | i | i | -1.4% | 0.5% | 0.0% | 14.2% | i | i | -0.8%
Cc1nc(S(=O)(=O)N2CCOCC2)c(C#N)c(C)c1Cl | i | -3.0% | i | i | -1.1% | -1.0% | 5.9% | -1.7% | i | i | 0.1%

Reprinted from the part before: four compounds; new compounds follow.
SMILES | Rhodamine fluor | BRCT PPI green | Texas Red fluor | Fluorescein fluor | BRCT inh red | Casp1 inh | HEK293 cAMP ctrl | USP2a inhib | 4MU fluor | A350 autofl | Caspase-7 inhib
Cc1ccc(NCC(O)C(O)C(O)CO)cc1C (stereo unspecified) | i | -0.5% | i | i | -0.7% | -0.3% | 0.6% | -0.5% | i | i | 0.0%
O=C(NNS(=O)(=O)c1ccccc1)c1cccnc1 | i | 0.5%[15.4 µM] | i | ? | -3.8%[15.4 µM] | -4.0%[11.5 µM] | -0.4%[11.4 µM] | . | i | i | 0.6%[11.5 µM]
CC(C)(C)c1csc(NC(=O)Cn2c(=O)oc3ccccc32)n1 | i | 1.3% | i | i | -1.4% | 0.5% | 0.0% | 14.2% | i | i | -0.8%
Cc1nc(S(=O)(=O)N2CCOCC2)c(C#N)c(C)c1Cl | i | -3.0% | i | i | -1.1% | -1.0% | 5.9% | -1.7% | i | i | 0.1%
O=C(c1ccc2snnc2c1)N1CCN(c2ccccn2)CC1 | . | -0.1% | . | . | 0.7% | -4.5% | 9.8% | -1.4% | . | . | 1.4%
CCOC(=O)c1sc(=NC(=O)c2cc(OC)c(OC)c(OC)c2)n(C)c1C | i | -2.0% | ? | i | -0.7% | -0.3% | 1.1% | 6.5% | 1.92e-08M* | 1.79e-08M* | 2.5%
O=C(CN1CCCN(Cc2ccc(F)cc2Cl)C1=O)NCc1ccccc1 | i | -2.3% | i | i | 0.7% | 1.0% | 8.9% | 16.8% | i | i | -2.2%
CCOc1nc(N(C)C)nc(-n2nnc(C(C)=O)c2C)n1 | i | 0.4% | i | i | 0.8% | 0.8% | -1.7% | 0.9% | i | i | 0.0%
NC(=O)C(=O)O | i | -2.8% | i | ? | -0.9% | -2.9% | 2.6% | 0.6% | i | i | 0.1%
CCOC(=O)C1=C(C)NC2=C(C(=O)CCC2)C1c1ccsc1 (stereo unspecified) | i | -0.7% | i | i | 2.0% | -13.3% | 5.0% | 3.6% | 2.68e-07M* | 2.56e-07M* | -13.6%
N#Cc1c(NC(=O)CCn2cnc3ccccc3c2=O)oc(-c2ccccc2)c1-c1ccccc1 | i | -0.3% | i | i | -2.1% | -2.4% | ? | 33.2%[activator] | i | i | 1.8%
O=C(O)C1Nc2c(O)cccc2C2C=CCC12 (stereo unspecified) | i | -13.3% | i | i | -19.5% | ? | -15.9% | -20.9% | i | i | -24.1%
Cc1ccc(C)c(/C(=N\N=C(N)N)C2CC2)c1 | i | -1.0%[15.4 µM] | i | ? | -1.9%[15.4 µM] | 1.4%[11.5 µM] | 13.5%[11.4 µM] | . | i | i | -1.2%[11.5 µM]
O=C(CSc1nnc(-c2cccs2)n1Cc1ccco1)c1ccc2c(c1)OCO2 | i | 4.7% | i | ? | -0.3% | -2.9% | 31.6µM* | 14.4% | i | i | -5.0%
CC12CCC(C(=O)NCC3CCCO3)(OC1=O)C2(C)C (stereo unspecified) | i | -3.1% | i | ? | -0.3% | -0.7% | ? | -4.4% | i | i | 1.0%
CC1CCCCC1NC(=O)CSc1nnc(N)s1 (stereo unspecified) | i | -1.0% | i | i | -0.6% | -9.2% | -1.1% | 4.6% | i | i | 2.5%
O=C(NCCSc1ccccc1)c1ccco1 | i | 0.6% | ? | i | -3.6% | 0.8% | -2.2% | 4.7% | i | i | 0.6%
COc1cc(C(=O)N(Cc2ccccn2)CC2CCCO2)cc(OC)c1OC (stereo unspecified) | i | 0.2% | i | ? | 0.2% | 0.9% | -4.5% | 1.5% | i | i | -0.1%
